# Source: PubChem BioAssay
# Scp-1 inhibitor: inhibitors of human Scp-1 phosphatase. hit rate 0.88% among 340,000. Q9GZU7. inhibition, % at 20 µM. Recombinant Scp1, phosphopeptide, malachite green phosphate absorbance;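 active = inhibition above about 50% at 20 µM, limit read from the data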;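 note: plate controls were DMSO wells with enzyme for no effect and wells lacking enzyme for full effect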
# Target sequence (Q9GZU7 76-261 limits assumed): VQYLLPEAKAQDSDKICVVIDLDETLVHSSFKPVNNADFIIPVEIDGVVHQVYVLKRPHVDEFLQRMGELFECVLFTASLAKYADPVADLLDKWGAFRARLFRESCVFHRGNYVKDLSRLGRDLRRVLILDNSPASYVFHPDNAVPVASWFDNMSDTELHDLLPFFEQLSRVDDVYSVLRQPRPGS
#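 Times: enzyme reaction 45 min at room temperature, colour 5 min, stabilisation 30 min. Material: SCP-1 catalytic fragment, aa 76-261. Medium: Acidic Tris acetate buffer with magnesium and detergent. Signal: colorimetric free-phosphate detection, absorbance 630 nm. Read-out basis: % inhibition of SCP-1 phosphate liberation. Reagent: Phosphorylated 17-residue peptide substrate.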
# Rpn11 inh: blocks the human proteasome subunit Rpn11; human 26S proteasome, Ub4-pepOG fluorescence polarization; 20S core pre-blocked with epoxomicin; hit rate 0.59% among 360,000; calls only at 20 µM;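 active = inhibition at 20 µM, scaled to each plate's controls, above about 33%, limit read from the data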
# Target sequence (O00487 whole entry, looked up): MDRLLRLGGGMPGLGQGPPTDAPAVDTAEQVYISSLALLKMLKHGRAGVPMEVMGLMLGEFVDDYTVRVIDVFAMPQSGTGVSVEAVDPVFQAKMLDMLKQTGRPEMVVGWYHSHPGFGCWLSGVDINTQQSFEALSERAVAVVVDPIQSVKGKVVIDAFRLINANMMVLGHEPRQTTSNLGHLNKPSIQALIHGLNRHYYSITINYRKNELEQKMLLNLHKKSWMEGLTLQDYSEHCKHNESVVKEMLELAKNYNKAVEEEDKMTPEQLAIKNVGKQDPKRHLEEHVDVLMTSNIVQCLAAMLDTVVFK
# NadD block: NadD (S. aureus) enzyme inhibition; purified NadD enzyme, colorimetric absorbance read-out; inhibition, % at 20 µM; hit rate 0.78% among 360,000; AID 602399; in the data active = inhibition above about 26%; note: some compounds past the cut are filed as inactive
# TbMetRS inhib: Trypanosoma brucei MetRS inhibition; purified T. brucei MetRS, ATP depletion, Kinase-Glo luminescence; inhibition, % at 11.9 µM; hit rate 0.4% among 360,000;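 active = inhibition above a per-plate cutoff of the control wells' mean inhibition plus 3 SD, cut at about 5.5% in these data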;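 note: 0% = DMSO wells median and 100% = median of wells with control inhibitor compound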
#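 Test system – parasite MetRS enzyme · Reagent – substrates ATP, L-methionine and bulk Escherichia coli tRNA · Doses – 11.9 µM compound single dose, 0.9% DMSO · Times – 15 min enzyme-compound preincubation, 2 h reaction, 10 min detection, 25 °C · Signal – Kinase-Glo luminescence, ATP depletion format · Controls – DMSO-only wells as low control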
# DNMT1 inh: blocks human DNA methyltransferase DNMT1; P26358; DNMT1 molecular beacon, Hinp1I cleavage, fluorescence; inhibition (reported as % activation of signal), % at 10 µM; hit rate 0.83% among 360,000; AID 588458; in the data active = inhibition above about 50%
# CSN inh: inhibitors of human CSN-mediated cullin deneddylation | Purified CSN, SCF-Nedd8-OG deneddylation, fluorescence polarization | inhibition, % at 12.5 µM | hit rate 0.38% among 360,000 | Q92905;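 active = pattern-corrected inhibition above about 35%, with an unprinted fluorescence ratio check between 0.5 and 1.5, limit read from the data, passing the limit was not always enough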;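 note: 0% = enzyme with substrate and 100% = substrate without enzyme; some results filed as inactive read as strong as hits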
# Target sequence (Q92905 whole entry, looked up, one chain of several): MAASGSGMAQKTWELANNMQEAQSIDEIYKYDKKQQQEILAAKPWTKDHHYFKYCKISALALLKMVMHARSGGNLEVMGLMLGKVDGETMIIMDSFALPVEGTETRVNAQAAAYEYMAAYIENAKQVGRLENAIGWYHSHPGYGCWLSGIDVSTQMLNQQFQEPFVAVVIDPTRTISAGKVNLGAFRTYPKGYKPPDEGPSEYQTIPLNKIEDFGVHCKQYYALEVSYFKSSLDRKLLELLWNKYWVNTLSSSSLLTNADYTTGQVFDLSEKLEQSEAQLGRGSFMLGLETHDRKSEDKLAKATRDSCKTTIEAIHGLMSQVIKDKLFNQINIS
#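 Assay system: purified human Csn5 enzyme expressed in HEK293T cells; measure: % inhibition; also added: SCFSkp2-Nedd8OG substrate at 10 nM final; technique: fluorescence polarization; times: reaction 90 min, room temperature; medium: Tris buffer pH 7.5, NaCl, DTT, Tween-20, trehalose, ovalbumin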
# LMPTP inh: blocks human LMPTP phosphatase; P24666; recombinant LMPTP-A, OMFP fluorogenic substrate, fluorescence intensity; inhibition, % at 20 µM; hit rate 0.22% among 360,000;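 active = compounds that cut the enzyme signal by at least half of the control window in the single-dose screen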;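 note: plate controls were DMSO wells with enzyme plus substrate for no effect and substrate without enzyme for full effect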
# Target sequence (P24666 whole entry, looked up): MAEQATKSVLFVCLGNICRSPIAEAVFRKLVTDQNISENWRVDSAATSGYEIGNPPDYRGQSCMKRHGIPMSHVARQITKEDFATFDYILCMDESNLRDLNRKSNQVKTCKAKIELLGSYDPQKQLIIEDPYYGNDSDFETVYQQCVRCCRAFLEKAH
#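 Assay system: LMPTP-A, protein tyrosine phosphatase of low molecular weight / Medium: pH 6.0 Bis-Tris buffer with DTT and Triton X-100 / Schedule: 50 min enzyme reaction at room temperature, protected from light / Measured by: endpoint fluorescence intensity from OMFP dephosphorylation / Read-out basis: % inhibition relative to no-enzyme and uninhibited control wells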
# MsrA inhibitor: inhibitors of bovine MsrA. inhibition, % at 15.5 µM. AID 651718. purified bovine MsrA, absorbance read-out. hit rate 0.75% among 360,000; in the data active = inhibition above about 4.5%;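 note: 0% = vehicle wells with enzyme and 100% = reference inhibitor wells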
# SUMO1 PPI mod: SUMO1-SIM interaction modulation; SUMO1 binding to a labelled peptide, TR-FRET, 1 h; inhibition, % at 20 µM; hit rate 0.33% among 360,000; AID 602429; in the data active = inhibition above about 37%
# STEP block: inhibitors of human striatal-enriched phosphatase STEP; recombinant STEP, OMFP fluorogenic substrate, fluorescence; inhibition, % at 20 µM; hit rate 0.25% among 360,000;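 active = inhibition at 20 µM, scaled per plate between control wells, above about 37%, limit read from the data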;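 note: 0% = DMSO with enzyme and substrate and 100% = substrate only without enzyme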
#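 medium = Bis-Tris buffer pH 6.0, 2.5 mM DTT, 0.005% Tween 20 | test system = STEP (striatal-enriched tyrosine phosphatase) enzyme, cell-free | measure = normalized % inhibition | compound dosing = 20 µM, 1% DMSO | also added = 25 µM OMFP | schedule = reaction 20 min, ambient temperature | measured by = fluorescence read at 480 nm ex / 540 nm em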
# Numbers without * were called inactive; i = inactive; . = no result given.
# Values run as follows: Rpn11 inh, NadD block, STEP block, MsrA inhibitor, CSN inh, Scp-1 inhibitor, SUMO1 PPI mod, LMPTP inh, DNMT1 inh, TbMetRS inhib
CCCC(C)C(=O)Nc1cc(S(=O)(=O)N2CCCCC2)ccc1N1CCOCC1 (centres undefined)
    i, 0, 2, -0.2, 1, -4, 0, -0.3, -2, -0.5
CCOc1ccccc1Nc1ncccc1C(=O)N1CCCC1
    i, -2, -2, 2.1, 0, 0, -3, -2.0, 3, -0.6
Cc1c(NC(=O)C2(c3ccccc3)CCOCC2)c(=O)n(-c2ccccc2)n1C
    i, -1, 3, -0.5, -6, 5, 2, -1.4, 6, -1.4
Nc1ccccc1NC(=O)c1ccccc1N
    i, -1, 1, 1.4, 4, 2, 0, -1.2, -1, 0.1
COc1cccc(CN(CC(=O)NCc2ccco2)C(=O)CNS(=O)(=O)c2ccccc2)c1
    i, 0, 0, 0.3, -3, 0, 1, -0.6, 57*, 0.1
O=C(/C=C/c1ccccc1)NC(=S)Nc1ccccc1O
    i, -9, 3, 0.5, -2, -12, 1, 2.7, 0, 0.0
C=CCNCCOc1ccccc1-c1ccccc1
    i, -6, 0, 0.6, 0, 3, 4, -1.4, -2, -0.5
O=C(O)CSc1nnc(CNc2cccc(C(F)(F)F)c2)n1Cc1ccco1
    i, 3, 0, 0.5, 1, 15, 8, 1.0, 3, 3.6
O=C(Nc1nccs1)c1ccc(COc2c(F)c(F)cc(F)c2F)cc1
    i, -3, 0, -0.2, 0, -4, 2, 0.1, 0, -0.6
COc1ccccc1/C=N/NC(=O)c1ccccc1Cl
    i, 0, -3, 1.1, 3, -1, -3, -0.6, -1, -0.5
Cc1ccc2nc(Nc3ccccc3O)nc(-c3ccccc3)c2c1
    i, 17, -2, -0.3, 2, 4, -2, 1.5, -1, -0.7
CCOc1cc(CNc2ccc(OC)cc2)cc(Br)c1OCC(=O)NC(C)(C)C
    i, -3, -1, 0.8, 2, -9, -3, 1.9, -17, -1.0
CC1CCC2(CC1)NC(=O)N(Cc1cccc(C(F)(F)F)c1)C2=O (centres undefined)
    i, -3, 0, 0.9, -1, -3, -2, 0.9, -1, -1.0
O=C(N/N=C/c1ccccn1)C12CC3CC(CC(C3)C1)C2
    i, -4, -1, 2.4, -13, -5, 0, -1.9, 2, 0.5
COc1ccc(N2CCN(C(=O)c3cc4c(-c5cccc(OC)c5)nn(C)c4s3)CC2)cc1
    i, -6, 2, 3.0, -5, -1, 1, 8.6, -12, -0.9
CC(NC(=O)c1ccc(F)cc1)c1ccc(F)cc1 (centres undefined)
    i, -7, 4, 0.2, 0, -8, 2, -2.1, -2, 0.3
CC1(c2nc3ccccc3cc2C#N)OCCO1
    i, -2, -3, -0.6, -2, ., -4, -2.0, -3, 0.0
O=C(NCCC1CCCCN1S(=O)(=O)c1ccccc1)C(=O)Nc1ccccc1F (centres undefined)
    i, -7, 1, 1.9, 3, -2, 4, 0.1, 2, -0.6
CCOC(=O)C1=C(CN2CCSCC2)NC(=O)NC1c1cccc([N+](=O)[O-])c1 (centres undefined)
    i, -5, -1, 0.1, 0, -9, -10, 1.2, 1, -0.3
COc1ccc(CCNC(=O)CSc2nc3[nH]ncc3c(=O)[nH]2)cc1OC
    i, 2, -2, 0.7, -4, -3, 4, -0.8, 2, -0.7
CCc1ccccc1NC(=O)CN1CCC(NC(=O)COC)CC1
    i, -6, -24, -0.7, 0, -11, 3, -7.0, -1, -0.5
CC1CCC(NC(=O)COC(=O)C2=NN(c3ccccc3)C(=O)CC2)CC1 (centres undefined)
    i, 1, 0, 1.4, 8, -2, 1, -1.0, 0, -0.4
CCC(C)NS(=O)(=O)c1ccc(S(=O)(=O)N2CCCC3(CCCCC3)C2)cc1 (centres undefined)
    i, 6, 0, 0.6, -4, -7, 0, 2.3, -2, -0.6
COc1ccc(CCNC(=O)CSc2nc3ccccc3o2)cc1OC
    i, -1, -3, 0.5, -2, -8, 3, -2.1, -1, -0.4
CC(C)Cc1nc(C(N)=O)c2[nH]c(=O)n(-c3ccc(F)cc3)c2n1
    i, 5, -1, -0.7, 0, -3, -3, -0.9, 1, -0.3
COCCn1c(SC(C)C(=O)Nc2ccc(Cl)cn2)nnc1-c1ccncc1 (centres undefined)
    i, -5, 1, 0.2, 2, -5, 2, -0.2, 0, 0.0
CCCN(Cc1ccc(N(CC)CC)cc1)CC1CC1
    i, 6, 1, -0.2, 6, -7, -1, -1.0, -1, 0.9
O=C(Nc1nccs1)c1ccc(Cl)s1
    i, 2, -6, 0.7, -9, 6, 20, -1.1, -1, -0.6
CCc1ccc(Nc2nnc(SCC(=O)N(C)C3CCS(=O)(=O)C3)s2)cc1 (centres undefined)
    i, -3, -3, 0.3, 0, 2, 4, -0.3, -1, -1.0
CCOC(=O)Cc1csc(NC(=O)C(C)c2ccc([N+](=O)[O-])cc2)n1 (centres undefined)
    i, 1, 0, -0.8, -3, 3, -13, 0.3, -1, -0.7

# Single values from the list:
# CCCN(Cc1ccc(N(CC)CC)cc1)CC1CC1 in CSN inh is entered as 6
# Nc1ccccc1NC(=O)c1ccccc1N in LMPTP inh is entered as -1.2

# The listing continues:
# Values run as follows: Rpn11 inh, NadD block, STEP block, MsrA inhibitor, CSN inh, Scp-1 inhibitor, SUMO1 PPI mod, LMPTP inh, DNMT1 inh, TbMetRS inhib
COc1cccc(NCc2cc3c(C(C)(C)C)nn(-c4ccccc4)c3[nH]c2=O)c1
    i, 0, -3, 1.4, 5, 0, 0, 1.3, -14, -0.8
O=c1c(F)cn(C2CCCO2)c(=O)n1Cc1c(Cl)cccc1Cl (centres undefined)
    i, -1, 15, 0.8, 4, -8, -4, -1.2, 2, -0.9
COc1ccc(NC(=O)c2ccc(N(C)S(C)(=O)=O)cc2)cc1OC
    i, -2, 0, -0.2, -2, -3, 3, -1.3, 0, -0.8
Cc1cnc(C(=O)OCC(=O)NC2CCCCCCC2)cn1
    i, 3, 0, -0.5, -1, -8, 0, -0.7, 0, -0.3
CC(=O)Nc1ccccc1OCc1nnc(-c2ccccc2Cl)o1
    i, -1, -1, -0.7, 8, -6, -2, 1.1, -2, -0.9
COc1ccc(/C=C/C(=O)NCC(=O)N/N=C/c2cccs2)cc1
    i, -4, -2, 1.9, 5, 0, -26, 0.8, 1, -0.4
CCOC(=O)c1c(NC(=O)CSc2nnnn2C)sc(C)c1-c1ccc(C)cc1
    i, -1, 0, 1.2, -1, -6, 0, 3.3, 2, -2.0
CC(NC(=O)C(=O)NN=C1CCCCCC1)c1ccccc1 (centres undefined)
    i, 0, 2, -1.7, -5, -3, 1, -0.8, 4, -0.3
Brc1cccc(Nc2nc(-c3cccnc3)cs2)c1
    i, 9, 0, 0.7, 4, -2, 0, 1.5, 1, -1.1
S=C(NCc1ccccc1)NC1CCSc2ccccc21 (centres undefined)
    i, -3, -2, -0.2, 1, -6, 8, 1.1, -1, 0.3
Cc1ccc([C@H]2C[C@@H](n3cc(COC(=O)c4ccccc4)nn3)[C@H](O)CN2Cc2cccs2)cc1
    i, 2, 1, -0.2, 2, ., 2, 6.6, -5, -0.8
Cc1cccc(-c2nnc(-c3cccc4ccccc34)o2)c1
    i, 1, 2, 0.0, -4, -8, -2, 2.1, 1, -0.1
CCC(C)NC(=O)c1cc(S(=O)(=O)N2CCCCC2)c[nH]1 (centres undefined)
    i, -2, -2, -0.4, 2, -7, 0, 0.0, 5, -0.1
Cc1nccn1CC(=O)N/N=C/c1cc(Br)cs1
    i, -9, 2, 0.2, 3, 0, -24, 3.2, 1, 0.6
O=C(CSc1nnc(-c2ccccc2)o1)N1CCc2ccccc2C1
    i, -5, 1, 0.8, 3, 3, 1, -0.5, -7, 0.0
CC(C)(C)OC(=O)N1CCC[C@H]1C(=O)Nc1ccc(Br)cc1
    i, -3, -1, -2.1, 0, -10, 17, 0.3, -2, 0.2
C[n+]1cccc(/C=N/Nc2nc(Cl)c(C#N)c(Cl)c2Cl)c1
    i, -1, -2, 3.6, -1, -8, -30, -2.0, 0, 0.1
COc1ccc(/C=C/C(=O)N[C@H](C(=O)O)C(C)C)cc1
    i, -7, -2, 0.9, 4, -3, -5, -1.1, -3, -0.5
Cc1ccc(SCCC(=O)OCC(=O)Nc2ccc(S(N)(=O)=O)cc2)cc1
    i, -9, 2, 0.0, 1, -4, -1, 0.4, 0, -0.6
CC(NC(=O)Nc1ccccc1Cl)c1ccc2c(c1)OCO2 (centres undefined)
    i, -1, 2, 2.2, 0, -2, 3, -0.5, 1, -0.1
CC(=O)N=c1ncn(CC(COC(C)=O)OC(C)=O)c2nc[nH]c12 (centres undefined)
    i, 4, 2, 0.9, 5, 2, -2, 12, 0, -1.3
CN(CCNC(=O)CCNC(=O)Cn1ccc2ccccc2c1=O)Cc1ccccc1
    i, -1, -4, 0.3, 1, -6, 2, 1.1, 2, 0.5
Cc1ccc(C)c(N2N=C(C(=O)Nc3ccccc3N3CCCC3)CCC2=O)c1
    i, -10, -2, -0.2, 5, 2, -1, 3.2, 1, 0.1
O=C(Nc1cccc(F)c1)NC1CCCCC1
    i, 2, 1, -0.8, 4, -6, 1, 1.7, -1, -0.8
Cc1nn(Cc2nnc(SCC(=O)Nc3cccc(C(F)(F)F)c3)n2C)c(C)c1[N+](=O)[O-]
    i, 0, -1, -2.0, 0, -11, 0, 0.2, 4, -0.4
O=C(O)CSc1nc(C(F)(F)F)cc(=O)n1-c1ccccc1
    i, 3, 1, -1.6, 3, -6, -2, 0.2, 5, -0.1
CCOC(=O)N1CCN(C(=O)CSCC(=O)Nc2nc(-c3cccs3)cs2)CC1
    i, 0, -1, 2.0, 7, -6, -11, -1.4, 1, -1.0
Cc1cccc(NC(=O)CC2c3ccccc3Oc3ccccc32)c1
    i, -4, 0, -0.2, 3, -7, 0, -1.6, 0, -0.6
Cc1c(/C=N/O)sc2ccccc12
    i, -5, 0, -0.5, 0, -24, -12, 0.7, 2, -0.8
C=CCc1cccc2cc(C(=O)O)c(=O)oc12
    i, -3, -1, 0.8, 1, -2, -12, -1.3, 3, 0.3
NC(=O)NNC1=Nc2cccc3cccc1c23
    i, 7, 0, 0.5, 2, -6, 16, 1.5, 0, -0.4

# With a hit mark in DNMT1 inh, of those listed so far:
Molecule	Rpn11 inh	NadD block	MsrA inhibitor	CSN inh	Scp-1 inhibitor	SUMO1 PPI mod	LMPTP inh	DNMT1 inh	TbMetRS inhib
COc1cccc(CN(CC(=O)NCc2ccco2)C(=O)CNS(=O)(=O)c2ccccc2)c1	i	0	0.3	-3	0	1	-0.6	57*	0.1
